# KAT2A inh: blocks human GCN5L2 histone acetyltransferase | Q92830 | GCN5L2 HAT assay, ThioGlo1 CoA-SH fluorescence | Potency, µM (top dose mostly 58.9 µM), without a hit: at the top dose activity change, negative = inhibition, hits mostly inhibitors | hit rate 0.21% among 390,000
#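 ThioGlo1-coupled HAT assay: 20nM GCN5L2, 70uM acetyl-CoA, 75uM H3(1-25) peptide, pH 7.5. Fluorescence read at 340/540nm at start and after 20 min at room temperature.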
# TDP1 cell CPT: DT40-hTDP1 cell growth loss with CPT. chicken DT40 Tdp1-/-;hTDP1 cells + 20 nM CPT, ATP luminescence, 48 h. Potency, µM (series often up to 46.2 µM), inactives show at the top dose activity change, negative = growth inhibition, most hits filed as inhibitors. hit rate 12% among 420,000. AID 686979; also: nearly all actives have a fitted effect of over 55% in size
#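 Cell growth measured by CellTiter-Glo luminescence after a minimum 48 h, 37 C compound exposure with 20 nM CPT in Tdp1-knockout DT40 cells stably expressing hTDP1, seeded 400/well; qHTS titration format.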
# FEN1 inhibitor: human FEN1 inhibition; Potency, µM (doses to about 114 µM), inactives show at the top dose activity change, negative = inhibition, hits mostly inhibitors; Recombinant FEN1 flap cleavage, fluorescence, 15 min; P39748; hit rate 0.35% among 390,000; also: nearly all actives have a fitted effect of over 65% in size
# Target sequence (P39748 whole entry, looked up): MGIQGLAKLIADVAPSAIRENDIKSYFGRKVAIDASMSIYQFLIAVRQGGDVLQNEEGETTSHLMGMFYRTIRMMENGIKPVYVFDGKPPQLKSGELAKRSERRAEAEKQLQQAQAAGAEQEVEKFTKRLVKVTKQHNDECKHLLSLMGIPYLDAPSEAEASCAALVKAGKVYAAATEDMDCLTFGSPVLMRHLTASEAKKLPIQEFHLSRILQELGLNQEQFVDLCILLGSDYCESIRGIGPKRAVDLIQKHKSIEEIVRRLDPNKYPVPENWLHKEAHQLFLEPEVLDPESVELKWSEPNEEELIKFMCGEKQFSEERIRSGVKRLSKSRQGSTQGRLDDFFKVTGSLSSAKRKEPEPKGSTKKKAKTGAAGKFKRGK
#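 Concentration–response screening of FEN1 (10 nM): 15 min compound preincubation at room temperature, reaction started with 50 nM substrate and read at 0 and 15 min. Corrected, normalized data were fitted by a four-parameter Hill equation.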
# Starred values were filed as active, the others as inactive; ? = inconclusive; · = no result given; & = joins results of further samples; [ ] = remark or other dose. Calls follow the shape of the dose curve; as a rule, active = well fitted curve in the direction sought with a large enough effect; inconclusive = small, poorly fitted or top-dose-only effect, or another doubt; inactive = no such curve, though single readings can be large; an effect the other way counts as inactive or inconclusive. % is scaled to controls: 0 for no effect and ±100 for the full control effect; potency is read from the fitted curve at half-maximal effect. Not all compounds are listed (hit frequency here may not be typical).
# Each structure is followed by: KAT2A inh	TDP1 cell CPT	FEN1 inhibitor
- CCc1ccccc1NC(=O)C1CCCN(S(=O)(=O)c2ccc3c(c2)CC(C)N3C(C)=O)C1 (stereo unspecified)
→ 3%	-26%	-15%
- CC1CCN(C(=O)Cn2cc(SCc3ccccc3)c3ccccc32)CC1
→ -11%	21µM*	6%
- CCNC1CCC(Nc2ccnc3cc(Cl)ccc23)CC1 (stereo unspecified)
→ ·	18µM*	-25%
- O=S(=O)(Nc1ccc(S(=O)(=O)Nc2cccc3ccccc23)cc1)c1ccccc1
→ -6%	-29%	-18%
- COc1ccc(Cn2c(C(=O)O)c(CNCc3ccc(C)o3)c3ccc(C)cc32)cc1
→ -4%	?	1%
- CN(Cc1ccccn1)C(=O)C1CCC(=O)N(CCc2ccc(Cl)cc2)C1 (stereo unspecified)
→ -6%	4%	-3%
- O=C(Nc1ccc(SC(F)F)cc1)c1ccc2c(=O)n3c(nc2c1)CCC3
→ -2%	?	1%
- NC(=S)NN=C1CCCC(C(F)(F)F)C1 (stereo unspecified)
→ ·	?	7%
- O=Cc1ccc2ccc3cccnc3c2n1
→ -1%	5.2µM*	-19%
- O=C(CCC(=O)Nc1ccccc1Cl)N/N=C1\CCCc2ccccc21
→ 3%	-23%	7%
- CC(=O)c1ccc(S(=O)(=O)NCC(=O)N2CCN(C/C=C/c3ccccc3)CC2)cc1
→ 1%	?	-1%
- CC1CCC(NCC(=O)Nc2cccc(S(N)(=O)=O)c2)CC1 (stereo unspecified)
→ -4%	-18%	14%
- CCc1ccc(NC(=O)N(CCN2CCOCC2)Cc2ccc3c(c2)CCCN3CC)cc1
→ -1%	?	-5%
- O=C(c1ccc2c(c1)OCO2)N1CCN(CCN2C(=O)c3cccc4cccc(c34)C2=O)CC1
→ ·	12%	2%
- OCCC1CN(Cc2nc3ccc(F)cc3[nH]2)CCN1C1CCCC1 (stereo unspecified)
→ 0%	-3%	1%
- COc1cccc(OC)c1CNC(=O)C1CCC(=O)N(CC2CCCCC2)C1 (stereo unspecified)
→ 0%	?	2%
- CC(=O)Oc1ccc(-c2cc3c(OC(C)=O)cc(OC(C)=O)cc3oc2=O)cc1
→ ·	1%	-4%
- CCOc1ccc(-n2c(N)c(C(=O)NCc3cccnc3)sc2=S)cc1
→ 1%	-2%	-9%
- O=C(O)c1cc([N+](=O)[O-])ccc1NCc1ccccc1
→ -7%	6%	0%
- O=C(Cc1cccc2ccccc12)Nc1nnc(-c2cccc([N+](=O)[O-])c2)s1
→ -4%	?	21%
- CCCCOc1ccc(C2C(C(=O)c3ccc(C)o3)=C(O)C(=O)N2CC2CCCO2)cc1 (stereo unspecified)
→ -4%	?	0%
- CC(C)Oc1ccccc1/C=N/n1nnnc1N
→ ·	11%	15%
- C/C(N)=C(/C#N)C(=O)CSc1cc(Cl)ccc1Cl
→ -2%	-3%	7%
- Cc1ccc(NC(=O)Cc2nnc(SCC(=O)NC3CCCC3)n2C)cc1C
→ 2%	-3%	-1%
- COc1ccc(C2N(c3ccc(Cl)cc3)N=C(C(C)=O)N(C)N2C(C)=O)cc1 (stereo unspecified)
→ -18%	-14%	-4%
- CCCNC(=O)c1c(Cl)cnn1-c1ccc(C)cc1
→ 1%	-27%	-15%
- O=C(O)CCCCCNC(=O)c1ccc(C(=O)NCCCCCC(=O)O)cc1
→ -1%	-2%	-6%
- Cc1cc(-c2ccccc2C(=O)NCc2ccccc2)on1
→ -1%	-7%	-13%
- COc1cc(-c2ccno2)ccc1S(=O)(=O)N1CCN(c2ccccc2F)CC1
→ -21%	-5%	-16%
- CCn1cc(C(=O)O)c(=O)c2cc(F)c(N3CCN(C(=S)NC(=O)c4ccccc4Cl)CC3)cc21
→ -9%	?	14%
- CC(=O)Nc1ccc(S(=O)(=O)N(C)CC(=O)OCC(=O)N(CC(C)C)C2CCS(=O)(=O)C2)cc1 (stereo unspecified)
→ 0%	-10%	-1%
- O=C(CCl)N(c1ccccc1)c1ccccc1
→ 0%	2.1µM*	-1%
- Cc1ccc(C)c(C(=O)CC2(O)C(=O)N(C)c3ccccc32)c1 (stereo unspecified)
→ -2%	-16%	-1%
- CCCCCN(C(=O)NC(=O)NCCCC)S(C)(=O)=O
→ 3%	-13%	10%
- Cc1ccc(C(=O)Nc2ccsc2C(=O)O)cc1
→ -3%	?	2%
- CC1=C(C(=O)OCc2ccccc2)C(c2cccs2)N2C(=O)CCSC2=N1 (stereo unspecified)
→ -6%	0%	-7%
- Cc1ccccc1-c1nc(S(=O)(=O)c2ccccc2)c(N2CCCC2)o1
→ -8%	?	-15%
- CCOc1ccccc1CNC(=O)C1CCN(C(=O)N2CC(C)Oc3ccc(C)cc32)CC1 (stereo unspecified)
→ -16%	21µM*	-21%
- Cc1ccc(NC(=O)CSC2=NN3CCCC(=O)N=C3S2)cc1Cl
→ -1%	?	-4%
- COCCCNC(=O)Cn1cc2c(n1)CCC(C)C2 (stereo unspecified)
→ -13%	4%	3%
- CCc1nnc(NC(=O)CSc2nc(C)c3c(c2C#N)CCCC3)s1
→ -5%	18µM*	-5%
- C[C@@]12CCC=C[C@H]1[C@H](c1ccc(F)c(/C=C/c3ccccc3)c1)N(Cc1ccccc1)C2=O
→ 2%	?	1%
- COc1ccc(C)cc1NC(=O)CSc1ccc(-c2ccco2)nn1
→ -21%	?	7%
- CCCc1cc(=O)[nH]c(SCC(=O)NCC2COc3ccccc3O2)n1 (stereo unspecified)
→ 4%	-21%	-16%
- Cc1sc2nc(CN3CCN(S(=O)(=O)c4cccc5nonc45)CC3)[nH]c(=O)c2c1C
→ -11%	-22%	-3%
- COC(=O)c1cc(NC(=O)Cc2ccccc2[N+](=O)[O-])ccc1Cl
→ -5%	-7%	-5%
- COc1ccc(CNC(=O)c2cc(-c3ccc(Br)s3)nc3ccccc23)c(OC)c1
→ 1%	?	?
- CCc1ccc(OCCCCn2c(CCNC(=O)C3CCCCC3)nc3ccccc32)cc1
→ ·	7.1µM*	-18%
- CCOC(=O)c1csc(NC(=O)c2ccc(OCC)cc2)n1
→ -22%	-25%	-12%
- COC(=O)c1c(NC(=O)COC(=O)[C@@H](NS(=O)(=O)c2ccccc2)C(C)C)sc2c1CCC2
→ -10%	18µM*	1%
- CN(Cc1ccc([N+](=O)[O-])cc1)c1ccccc1
→ ·	-19%	-10%
- COc1ccc([C@H]2CC(=O)C=C(c3ccc(Cl)c(F)c3)C2)cc1
→ -7%	-9%	-17%
- COc1ccc(-c2cc(C(=O)O)c3ccccc3n2)c(OC)c1
→ -2%	-10%	2%
- CCn1cc(C(=O)NN)c(=O)c2cc(F)c(N3CCOCC3)cc21
→ -9%	6%	?
- CCOC(=O)C1=C(C)NC(C)=C(C(=O)OCC)C1c1nc2ccccc2[nH]1
→ ·	5%	4%
- CC(C)NC(=O)N1CCC(n2nccc2NC(=O)CCOc2ccccc2)CC1
→ -11%	3%	-10%
- Cc1ccc(CNC(=O)CN2C(=O)NC(C)(c3cccc(Br)c3)C2=O)cc1 (stereo unspecified)
→ 0%	-26%	-3%
- O=C(NC(=S)Nc1cccc(C(F)(F)F)c1)c1csnn1
→ -13%	?	9%
- COc1ccc(CCNC(=O)c2cc(-c3ccccc3)on2)cc1OC
→ -2%	-26%	-10%
- Cc1ccc(NC(=O)CCC(=O)Nc2ccc(C)cc2)cc1
→ -2%	-3%	2%

# Remaining list, next part.
# Each structure is followed by: KAT2A inh	TDP1 cell CPT	FEN1 inhibitor
- CCC(C)n1cnc2c(c1=O)c1nc3ccccc3nc1n2Cc1ccc(OC)cc1 (stereo unspecified)
→ -6%	?	1%
- O=C(CN1C(=O)NC2(CCCc3ccccc32)C1=O)NCCc1ccc(F)cc1 (stereo unspecified)
→ 1%	3%	-4%
- COCCOc1cc(NC(=O)c2ccccc2)c(Cl)cc1Cl
→ -13%	-8%	-1%
- CC(C)(C)C(=O)N1CCN(C(=O)c2ccco2)CC1
→ 2%	-11%	2%
- NC(=O)c1cccnc1Oc1cccc(Cl)c1
→ -5%	?	-16%
- COc1cccc(CC(CC(=O)O)C(=O)Nc2cc(C)ccc2C)c1 (stereo unspecified)
→ -17%	-4%	-2%
- CCOC(=O)c1ccc[n+]([O-])c1
→ ·	-3%	2%
- CC(=O)c1cccc(NC(=O)c2ccc3c(c2)C(=O)N(Cc2cccnc2)C3=O)c1
→ -20%	7%	?
- CN(C)S(=O)(=O)c1ccc(C(=O)OC2CCOC2=O)cc1 (stereo unspecified)
→ -8%	1%	-5%
- O=C(CN(c1ccc(F)cc1)S(=O)(=O)c1ccccc1)NCCSC1CCCCC1
→ -1%	?	-15%
- NC(=O)CSc1nnc(-c2cccnc2)n1Cc1ccccc1
→ 3%	2%	1%
- CCc1noc(C)c1C(=O)N1CCCC(N2CCN(c3ccc(F)cc3)CC2)C1 (stereo unspecified)
→ ·	-15%	2%
- O=S(=O)(c1ccccc1)N1CCN(S(=O)(=O)N2CCCCCC2)CC1
→ -5%	5%	6%
- COc1cc(OC)cc(C(=O)Nc2ccc(S(=O)(=O)Nc3cc(C)on3)cc2)c1
→ 1%	-1%	1%
- CC(C)(C)OC(=O)N1CCC(Cc2cc(-c3ccccc3)no2)(C(=O)O)CC1
→ 9%	-1%	16%
- CC(=O)Nc1cccc2ccc(O)cc12
→ ·	-1%	9%
- CCCc1nc(SCC(=O)NC2CCCC2)c2ccccc2n1
→ -6%	?	-2%
- CCOC(=O)CC(NC(=O)c1ccc(C)cc1)c1ccc(OC)cc1 (stereo unspecified)
→ -3%	7%	-9%
- CC(=O)Nc1ccc(S(=O)(=O)NC2(C(F)(F)F)NC(=O)N(C3CCCC3)C2=O)cc1 (stereo unspecified)
→ -7%	-31%	37%
- COc1ccc(OCCC(=O)NCC23CC4CC(CC(C4)C2)C3)cc1
→ 30%[activator]	?	2%
- Cc1ccc(N2CCN(C(=S)c3ccc(N(C)C)cc3)CC2)cc1
→ -5%	?	-8%
- Cc1cccc(/C=C/c2onc(C)c2S(=O)(=O)N2CCC(C(=O)N3CCCCCC3)CC2)c1
→ -6%	?	3%
- Cc1ccc(C(=O)c2c[nH]c(C(=O)NCCCN3CCOCC3)c2)cc1
→ -17%	-3%	3%
- COc1ccc(OCCCC(=O)ON=C(N)c2ccccc2C)cc1
→ -7%	-7%	10%
- Cc1ccc(C(NC(=O)NN2CCN(C)CC2)C(Cl)Cl)cc1F (stereo unspecified)
→ -3%	-8%	0%
- COc1ccccc1C(=O)Nc1cc2ccccc2oc1=O
→ -1%[0.501 µM]	16%	-6%
- COc1cccc(CN(C)C(=O)CCc2nnc(-c3ccsc3)o2)c1
→ -18%	-11%	-8%
- CC1=C/C(=C/N(C)c2ccccc2)C(=O)S1
→ -15%	21µM*	-5%
- O=C(c1cccc(C(F)(F)F)c1)c1c[nH]c(C(=O)NCCCN2CCOCC2)c1
→ -18%	2%	7%
- O=C(Cc1ccc2cccnc2c1)c1ccc(O)cc1O
→ -1%	-13%	-2%

# Structures shown so far with a thiophene ring, fused or not (6):
# Each structure is followed by: KAT2A inh	TDP1 cell CPT	FEN1 inhibitor
- Cc1ccc(C(=O)Nc2ccsc2C(=O)O)cc1
→ -3%	?	2%
- CC1=C(C(=O)OCc2ccccc2)C(c2cccs2)N2C(=O)CCSC2=N1 (stereo unspecified)
→ -6%	0%	-7%
- Cc1sc2nc(CN3CCN(S(=O)(=O)c4cccc5nonc45)CC3)[nH]c(=O)c2c1C
→ -11%	-22%	-3%
- COc1ccc(CNC(=O)c2cc(-c3ccc(Br)s3)nc3ccccc23)c(OC)c1
→ 1%	?	?
- COC(=O)c1c(NC(=O)COC(=O)[C@@H](NS(=O)(=O)c2ccccc2)C(C)C)sc2c1CCC2
→ -10%	18µM*	1%
- COc1cccc(CN(C)C(=O)CCc2nnc(-c3ccsc3)o2)c1
→ -18%	-11%	-8%

# Next structures:
# Each structure is followed by: KAT2A inh	TDP1 cell CPT	FEN1 inhibitor
- COc1ccc(C)cc1N(CC(=O)Nc1cccnc1)S(=O)(=O)c1ccc(C)cc1
→ -5%	?	0%
- COc1cc(CO)c(OC)c([N+](=O)[O-])c1
→ -2%	8%	1%&13%
- CCOc1ccc(CCNC(=O)c2ccc(-n3c(C)cc4c3CCC(C)C4)cc2)cc1OCC (stereo unspecified)
→ -10%	15µM*	9%
- CC(C)(C)OC(=O)N1CCC(c2c(C(=O)N3CCOCC3)cnn2-c2ccccc2Cl)CC1
→ -8%	5%	-1%
- Cc1ccc(NC(=O)c2nc[nH]c2C(=O)Nc2ccc(C)cc2)cc1
→ 4%	10µM*	-14%
- Cc1cccc(N(CC(=O)NC2CCCCC2)C(=O)CCC(=O)Nc2nccs2)c1
→ -1%	17%	-3%
- O=C(O)CC1c2ccccc2CCN1S(=O)(=O)c1ccc(F)cc1 (stereo unspecified)
→ -2%	6%	-6%
- COc1ccc(C(=O)C2CCCN(C(=O)c3cc(C(C)C)no3)C2)cc1F (stereo unspecified)
→ -18%	?	-4%
- COc1ccccc1CCNC(=O)C1CCN(c2nnc(C)c3c(C)n(-c4ccc(C)cc4)nc23)CC1
→ -5%&0%	4.6µM*	26%&0%
